# Screening results: PubChem, Southern Research Specialized Biocontainment Screening Center
# tuberculosis growth: growth inhibition of non-replicating M. tuberculosis (AID 488890) | 320,000 tested, 0.39% active | Mycobacterium tuberculosis non-replicating, growth inhibition; higher % means a stronger effect | one-dose inhibition, % at 25 µM; IC50 in µM for titrated hits; in the data active = a potency from the dose series; inconclusive = inhibition mostly from about 82% at the one dose, without a potency; inactive = the rest, 99 in 100 with inhibition below about 76%;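 note: plate controls were DMSO cells for no effect and high antibiotic wells for full effect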
# H37Rv inhibition: M. tuberculosis growth inhibition, HTS (AID 449762); inhibition, % at 25 µM, or IC50 in µM where a hit was titrated; 330,000 tested, 0.59% active; M. tuberculosis H37Rv growth inhibition, 7H9 media; higher % means a stronger effect; in the data active = a potency from the dose series; inconclusive = inhibition above about 70% without an active follow-up result;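 note: bacterial growth assessed after seven days of incubation; strong numbers were not always called active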
# Salmonella PhoP GFP: Inhibition of PhoP regulon, Salmonella typhi GFP reporter cells, confirmation, 4 h (AID 1850). Salmonella Typhi PhoP-promoter GFP reporter, fluorescence, 4 h; higher % means a stronger effect. one-dose inhibition, % at 50 µM; IC50 in µM for titrated hits. 310,000 tested, 0.33% active; in the data active = a potency from the dose series; inconclusive = inhibition mostly from about 25% at the one dose, without a potency; inactive = the rest, 99 in 100 with inhibition below about 19%;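 note: 0% = induced wells with vehicle and 100% = uninduced wells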
# influenza NS1A: H1N1 influenza NS1A inhibitors, functional cell based assay (AID 504329); NS1A functional cell-based assay, percent inhibition; higher % means a stronger effect; inhibition, % at 12.5 µM, or IC50 in µM where a hit was titrated; 340,000 tested, 0.3% active; in the data active = a potency from the dose series; inconclusive = inhibition above about 27% without an active follow-up result; note: strong numbers were not always called active
# inhibitors of VEEV: inhibitors of VEEV TC-83 cytopathic effect, confirmation, Vero cells (AID 588727). Vero cells, VEEV TC-83 cytopathic effect inhibition; higher % means a stronger effect. one-dose inhibition, % at 20 µM; IC50 in µM for titrated hits. 350,000 tested, 0.13% active; in the data active = a potency from the dose series; inconclusive = inhibition mostly from about 14% at the one dose, without a potency; inactive = the rest, 99 in 100 with inhibition below about 12%; note: strong numbers were not always called active
# inhibitors of VEEV 10K pilot screen: further read-out of inhibitors of VEEV, marked with its call; inhibition, %; measured here: 10K pilot screen inhibition
# * marks the source's active call; other numbers are inactive results; i = inactive; u = inconclusive; x = not tested or not shown.
SMILES,tuberculosis growth,H37Rv inhibition,Salmonella PhoP GFP,influenza NS1A,inhibitors of VEEV,others
CCOC(=O)CCCNc1ccc([N+](=O)[O-])cc1[N+](=O)[O-],62.3%,-2.1%,3.0%,7.8%,i,
CCn1cc(-c2ccnc3cc(C(=O)O)nn23)c(C)n1,-3.1%,-3.6%,-1.5%,-2.1%,i,
CCC1Oc2ccccc2N(CC(=O)NCCc2ccc(OC)c(OC)c2)C1=O (stereo not drawn),2.9%,-4.8%,4.4%,3.8%,2.7%,
COc1cc(CN2CCNC(=O)C2CC(=O)N2CCCCO2)cc(OC)c1 (stereo not drawn),-15.4%,5.9%,-3.4%,5.6%,0.1%,
O=C(Nc1cccc(Cl)c1)N1CCN(Cc2ccccc2)CC1,11.8%,-8.6%,1.5%,7.4%,0.4%,
CCCNC(=O)c1ccc2c(c1)S(=O)(=O)c1ccccc1C2=O,8.4%,0.9%,-7.8%,8.5%,4.1%,
CC(C)n1c(-c2ccco2)csc1=Nc1cccnc1,76.7%,22.1%,2.1%,26.1%,i,
Cc1onc(-c2ccccc2Cl)c1C(=O)N1CCC(Cc2ccccc2)CC1,32.0%,0.5%,15.1%,-0.5%,0.9%,
COc1cc(OC)cc(C(=O)NCc2cccnc2)c1,34.2%,-0.1%,-5.4%,5.4%,0.3%,
Cc1ccc(S(=O)(=O)NCc2ccncc2)cc1,-1.5%,-6.2%,-18.8%,-17.1%,i,
N#C/C(=C(\O)Cc1ccccc1)c1nc2ccccc2[nH]1,-20.6%,6.2%,-28.1%,0.2%,0.2%,
Cc1ccc(C(=O)Nc2c(C)n(C)n(-c3ccccc3)c2=O)cc1S(=O)(=O)N1CCCCC1,0.6%,5.0%,x,-11.8%,2.1%,
O=C(Nc1scc(-c2ccccc2)c1C(=O)O)c1ccccc1Cl,49.4%,9.7%,8.3%,-19.0%,1.9%,
COc1cccc(-c2nc(-c3ccc(NC(=O)c4ccncc4)cc3)no2)c1,11.2%,8.1%,0.4%,5.2%,i,
Cc1ccccc1NC(=S)Nn1cnnc1,17.6%,-1.2%,-1.9%,9.8%,1.4%,
COc1cc(-c2nnc3sc(-c4ccncc4)nn23)cc(OC)c1OC,13.2%,2.4%,-3.1%,-2.9%,1.6%,
CC1CN(C(=O)COc2ncnc3ccccc23)CC(C)O1 (stereo not drawn),-13.9%,-8.3%,-2.0%,17.3%,0.2%,
O=C(NNC(=O)C1C2CCC(C2)C1C(=O)O)c1cccc(Cl)c1 (stereo not drawn),-20.8%,-2.8%,10.3%,-4.1%,i,
COC(=O)C1=C(c2cccc(C#N)c2)C[C@@H]2CC[C@H]1N2C(=O)NC1Cc2ccccc2C1,-13.1%,-8.5%,x,13.8%,0.1%,
CC1(C)CC(N2CCCC2)=CC(=[N+]2CCCCCC2)C1,4.8%,-1.8%,12.8%,12.5%,i,
CCN1CCN(CC(=O)Nc2cccc(C)c2C)C(=O)C1=O,x,-16.1%,0.3%,4.4%,1.6%,
CC1CN(C(=O)/C=C/c2ccc(SC(F)F)cc2)CC(C)O1 (stereo not drawn),11.8%,5.2%,10.1%,-23.5%,0.8%,
COc1ccc(OCCCC(=O)NNC(=O)c2ccncc2)cc1,60.9%,u,6.4%,-14.3%,1.6%,
CCC(C)[C@H](NC(=O)[C@@H]1CSC2c3ccccc3C(=O)N21)C(=O)NCC1CCCO1 (stereo partly drawn),-0.1%,5.3%,7.0%,8.0%,0.3%,
CCCn1c(SCC(=O)N(C)C2CCS(=O)(=O)C2)nc2sc3c(c2c1=O)CCC3 (stereo not drawn),26.8%,-3.6%,x,18.0%,59.5%,

# A draw from above in order of molar mass, falling:
SMILES,tuberculosis growth,H37Rv inhibition,Salmonella PhoP GFP,influenza NS1A,inhibitors of VEEV,others
Cc1ccc(C(=O)Nc2c(C)n(C)n(-c3ccccc3)c2=O)cc1S(=O)(=O)N1CCCCC1,0.6%,5.0%,x,-11.8%,2.1%,
COc1ccc(OCCCC(=O)NNC(=O)c2ccncc2)cc1,60.9%,u,6.4%,-14.3%,1.6%,
Cc1ccc(S(=O)(=O)NCc2ccncc2)cc1,-1.5%,-6.2%,-18.8%,-17.1%,i,
Cc1ccccc1NC(=S)Nn1cnnc1,17.6%,-1.2%,-1.9%,9.8%,1.4%,

# 2 compounds picked at random from the list so far:
SMILES,tuberculosis growth,H37Rv inhibition,Salmonella PhoP GFP,influenza NS1A,inhibitors of VEEV,others
Cc1ccc(S(=O)(=O)NCc2ccncc2)cc1,-1.5%,-6.2%,-18.8%,-17.1%,i,
COc1ccc(OCCCC(=O)NNC(=O)c2ccncc2)cc1,60.9%,u,6.4%,-14.3%,1.6%,

# Later entries
SMILES,tuberculosis growth,H37Rv inhibition,Salmonella PhoP GFP,influenza NS1A,inhibitors of VEEV,others
Cc1cc2nc(CCl)cc(=O)n2[nH]1,39.1%,40.1%,-8.5%,-7.0%,i,
Cc1c(C)n(C)c2ccc(C(=O)Nc3cccc4ccccc34)cc12,9.9%,27.6%,-6.2%,1.3%,7.2%,
Cc1cc(Oc2cccc3c2S(=O)(=O)N(C2CCCC2)CC(COCc2ccccc2)O3)cc(C)c1C (stereo not drawn),x,x,x,0.7%,0.8%,
CC(CCc1ccccc1)NC(=O)COC(=O)C(CCC(N)=O)NC(=O)c1ccc(F)cc1 (stereo not drawn),8.5%,2.9%,x,-14.2%,1.6%,
O=C(COC(=O)CNC(=O)C1CCCCC1)Nc1ccccc1Cl,-11.8%,-7.5%,x,0.6%,0.4%,
COc1ccc(-c2nnn(CC(=O)OC3CCCCC3)n2)cc1OC,7.74µM*,5.71µM*,3.5%,-8.6%,7.0%,
CCCCN=C1CC(C)(C)CC(=O)/C1=C(/O)CCCN1C(=O)c2ccccc2C1=O,10.3%,-4.5%,4.4%,-5.0%,i,
CC(C)c1[nH]nc2c1C(c1cccnc1)C(C#N)=C(N)O2 (stereo not drawn),-12.1%,-2.8%,13.5%,4.1%,3.0%,
COc1ccccc1NC(=O)CSc1nc(N)c(C#N)cc1C#N,-2.7%,2.0%,5.0%,x,4.2%,
CCc1cc2c(=O)n(C(C)C(=O)OC3CCCCC3)cnc2s1 (stereo not drawn),i,17.8µM*,15.1%,-25.5%,0.5%,
CC1CCN(C(=O)COC(=O)C2CCN(S(=O)(=O)c3c(Cl)cccc3Cl)CC2)CC1,x,x,x,7.2%,0.6%,
CN(CCC#N)C(=O)COC(=O)c1c2c(nc3ccccc13)/C(=C/c1ccco1)CC2,31.8%,-1.1%,-7.2%,-9.8%,7.7%,
CCCN(CC(=O)Nc1ccc(F)c(F)c1F)C(=O)Cc1ccc(S(=O)(=O)N2CCOCC2)s1,13.9%,4.1%,x,-3.0%,7.9%,
COc1ccccc1/C=C1/C(=O)N(c2ccc([N+](=O)[O-])cc2)N=C1C,-8.0%,-5.0%,1.5%,-3.4%,0.6%,
CC[C@H](C)[C@H](NC(N)=O)C(=O)NNC(=O)c1ccc(COc2cccc3cccnc23)cc1,13.2%,2.4%,3.8%,3.5%,1.8%,
O=C(CNC(=O)c1ccccc1)NCC(=O)OCc1ccccc1Cl,1.2%,-1.4%,3.5%,x,i,
O=C(COc1cccc(-n2cnnn2)c1)Nc1ccc([N+](=O)[O-])cc1,0.6%,6.5%,4.9%,4.2%,0.1%,
Cc1ccc(OCC(=O)N(Cc2ccccc2)c2ccccn2)cc1,7.8%,9.4%,0.5%,-6.8%,0.8%,
CSc1ncccc1C(=O)N(C)CC(=O)Nc1cccc(F)c1,-14.0%,-8.2%,-4.0%,11.0%,0.3%,
Cc1c(N2C(=O)C(C)SC23C(=O)Nc2ccccc23)c(=O)n(-c2ccccc2)n1C (stereo not drawn),-11.3%,-10.2%,-11.0%,-5.4%,i,inhibitors of VEEV 10K pilot screen=0.9
COc1ccc(-c2csc3ncnc(N4CCN(S(=O)(=O)c5ccc(C)cc5)CC4)c23)cc1,-8.6%,-7.6%,5.1%,-6.2%,2.4%,
CCCCc1ccc(C2C3=C(CC(C)(C)CC3=O)NC3=C2C(=O)c2ccccc23)cc1 (stereo not drawn),52.1%,u,-2.3%,5.3%,2.5%,
O=C(Nc1ccc(F)cc1)c1cc2cc(Cl)ccc2[nH]1,2.1%,-2.6%,-12.7%,-8.2%,1.5%,
O=C1OC[C@@H]2CCCN2C(=O)[C@H](CC(=O)N(CCO)Cc2ccccc2)C/C=C\CC[C@H]1Cc1ccc(F)cc1,x,1.6%,x,-12.4%,5.0%,
O=C(CSc1n[nH]c(=O)[nH]c1=O)NCC1CCCCC1,-3.3%,4.2%,12.9%,4.7%,6.1%,

# The list goes on; it opens with the 2 that closed the last part.
SMILES,tuberculosis growth,H37Rv inhibition,Salmonella PhoP GFP,influenza NS1A,inhibitors of VEEV,others
O=C1OC[C@@H]2CCCN2C(=O)[C@H](CC(=O)N(CCO)Cc2ccccc2)C/C=C\CC[C@H]1Cc1ccc(F)cc1,x,1.6%,x,-12.4%,5.0%,
O=C(CSc1n[nH]c(=O)[nH]c1=O)NCC1CCCCC1,-3.3%,4.2%,12.9%,4.7%,6.1%,
Cc1nnc(NC(=O)c2ccco2)s1,-7.1%,-6.5%,-5.8%,-5.3%,1.1%,
COc1ccc(-n2c(CN3CCN(c4ccc(F)cc4)CC3)nc3ccc([N+](=O)[O-])cc3c2=O)c(OC)c1,5.3%,-1.3%,-5.2%,3.8%,1.7%,
Cc1ccccc1NC(=O)CCCSc1nc2ccccc2s1,u,-2.8%,0.5%,-4.9%,0.5%,
CCn1c(N)c(C(=O)NC2CCCCC2)sc1=S,14.4%,2.0%,-0.1%,-13.3%,0.8%,
Cc1nc([N+](=O)[O-])cn1CC(O)c1ccc(-c2ccccc2)cc1 (stereo not drawn),24.4%,0.8%,0.7%,x,1.8%,
CCOc1cc2c(cc1OCC)CN(CC(=O)Nc1ccccc1C(=O)NC1CC1)CC2,19.8%,-5.9%,x,0.4%,7.1%,
CN(C)Cc1cc(C(F)(F)F)ccc1C(O)(c1ccccc1)c1ccccc1,x,x,x,0.2%,i,
CCC1([N+](=O)[O-])COC(c2ccc(C)cc2)OC1 (stereo not drawn),x,x,x,-14.1%,i,
O=C(NCc1ccc(Cl)cc1)c1ccc(CSc2nc3ccncc3[nH]2)cc1,u,5.9%,3.0%,-8.2%,5.0%,
CC(C)c1ccc(NC(=O)COc2ccccn2)cc1,-3.2%,-2.0%,9.1%,14.4%,0.8%,
COC(=O)Cc1ccc(NC(=S)N2CCN(c3ccc(OC)cc3)CC2)cc1,u,-0.7%,-7.1%,0.0%,0.4%,
C=CCSc1nnc(CNC(=O)c2ccc(Cl)cc2)n1CC,16.6%,1.0%,5.8%,-12.6%,0.3%,
CCCNC(=S)N1CCC(NC(=O)C2CCCCC2)CC1,-5.6%,5.9%,-9.5%,2.0%,2.7%,
O=C1C=CC(=O)c2c(O)c(N3CCN(CCOCCO)CC3)c(Br)c(O)c21,x,x,x,-2.7%,i,
COc1ccc(C(c2c[nH]c3ccccc23)c2c[nH]c3ccccc23)cc1O,x,-6.0%,-9.8%,7.3%,5.1%,
COc1ccc(C2/C(=C(/O)c3ccc(F)cc3)C(=O)C(=O)N2CCCN2CCOCC2)cc1OC (stereo not drawn),2.6%,-2.8%,-3.4%,-25.2%,0.1%,
O=C(Nc1ccc(F)c(F)c1)c1ccc2c(c1)OCO2,40.9%,-6.9%,8.4%,6.8%,1.4%,
COc1cc(C(=O)NC(C)c2cnn(-c3ccccc3C)c2C)cc(OC)c1OC (stereo not drawn),-11.3%,-5.0%,-7.6%,-0.7%,0.5%,
O=C1CC(c2ccc(Cl)cc2)CC(O)=C1C=NCc1ccc(Cl)c(Cl)c1 (stereo not drawn),24.6%,5.0%,0.5%,-6.7%,7.7%,
COc1ccc(CCN2C(=O)C3C4C=CC(C4)C3C2=O)cc1OC (stereo not drawn),-8.7%,-4.3%,-2.4%,8.0%,i,
CC(=O)Oc1ccc2c3c(c(=O)oc2c1C)CCCC3,24.8%,44.0%,-1.5%,-3.3%,1.0%,
COc1ccccc1C(=O)NCCn1cc(SCC(=O)Nc2nnc(C)s2)c2ccccc21,27.8%,-1.3%,-0.1%,7.2%,0.7%,
COc1ccc(CNC(=O)CN(CC2CCCO2)C(=O)CNS(=O)(=O)c2ccccc2)cc1 (stereo not drawn),-11.9%,1.0%,-0.9%,0.7%,1.7%,
O=C(CN1N=C(C(F)(F)F)CC1(O)c1ccc([N+](=O)[O-])cc1)c1ccccc1 (stereo not drawn),29.9%,-3.2%,-0.4%,13.5%,0.4%,
COC(=O)CSc1nnc(-c2cnccn2)n1C,3.9%,4.7%,0.5%,-8.1%,0.7%,
